# E-sel inducer = E-selectin induction on HUVECs. HUVEC E-selectin immunofluorescence imaging; normalized: neutral wells 0, TNF-alpha wells 100. 0.37% of 260,000 active. activation, % at 7.58 µM. AID 686992;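 active = mean E-selectin-positive cell signal at least 10% of the positive control, reached in at least 60% of replicates, without over 20% cell loss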;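 also: in these data hits start at about 27%; measured in HUVEC primary endothelial cells; signal is the percent of cells scored E-selectin positive by PE staining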
# Target sequence (P16581 whole entry, looked up): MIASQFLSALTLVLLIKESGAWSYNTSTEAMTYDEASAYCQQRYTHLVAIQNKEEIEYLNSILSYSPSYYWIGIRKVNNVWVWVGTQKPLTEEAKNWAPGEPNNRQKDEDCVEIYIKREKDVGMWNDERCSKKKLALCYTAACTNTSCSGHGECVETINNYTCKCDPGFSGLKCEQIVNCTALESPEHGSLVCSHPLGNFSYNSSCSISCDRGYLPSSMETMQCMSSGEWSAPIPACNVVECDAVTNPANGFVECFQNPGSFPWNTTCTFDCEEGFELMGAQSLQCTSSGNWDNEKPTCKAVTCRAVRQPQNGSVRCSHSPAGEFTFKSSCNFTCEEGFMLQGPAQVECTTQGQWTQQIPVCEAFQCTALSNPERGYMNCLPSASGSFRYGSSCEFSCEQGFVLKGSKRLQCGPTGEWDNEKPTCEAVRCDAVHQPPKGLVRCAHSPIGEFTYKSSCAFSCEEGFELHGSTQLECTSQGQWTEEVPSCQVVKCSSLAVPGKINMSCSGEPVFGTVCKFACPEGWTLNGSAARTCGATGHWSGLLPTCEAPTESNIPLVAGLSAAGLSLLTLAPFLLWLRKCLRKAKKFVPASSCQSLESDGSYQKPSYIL
#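 Test system: HUVEC | Signal: Immunofluorescence imaging | Read-out: Percent E-selectin-positive cells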
# RAD52 anneal inh = RAD52 (human) annealing inhibition | 0.46% of 360,000 active | AID 651710 | inhibition, % at 18.7 µM | recombinant RAD52 DNA annealing, FRET fluorescence | P43351;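 active = every replicate showing at least 50% inhibition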
# Target sequence (P43351 whole entry, looked up): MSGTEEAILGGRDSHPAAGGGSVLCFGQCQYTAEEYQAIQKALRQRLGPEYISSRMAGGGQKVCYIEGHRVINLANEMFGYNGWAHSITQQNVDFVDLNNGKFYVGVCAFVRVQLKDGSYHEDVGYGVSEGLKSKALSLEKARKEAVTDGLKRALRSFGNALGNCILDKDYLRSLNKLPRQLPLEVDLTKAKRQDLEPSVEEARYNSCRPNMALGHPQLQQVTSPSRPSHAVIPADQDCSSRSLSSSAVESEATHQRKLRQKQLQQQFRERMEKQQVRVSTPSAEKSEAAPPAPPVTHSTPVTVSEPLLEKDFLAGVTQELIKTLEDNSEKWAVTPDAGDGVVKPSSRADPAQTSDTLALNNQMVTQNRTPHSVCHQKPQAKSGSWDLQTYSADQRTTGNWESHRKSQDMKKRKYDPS
# ERAP1 inh = inhibitors of human ERAP1 aminopeptidase | Q9NZ08 | recombinant ERAP1, Leu-AMC fluorescence, 60 min | inhibition, % at 10.7 µM | 0.15% of 340,000 active;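 active = mean replicate inhibition of at least 30%, or all replicates individually reaching that 30% level; inactive = mean below 30% and not every replicate reaching it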;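 also: 0% = neutral control wells and 100% = L-leucinethiol positive control wells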
# RAD54 inh = RAD54 (human) branch migration inhibition | 0.14% of 360,000 active | inhibition, % at 10.4 µM | RAD54 Holliday junction branch migration, FAM/BHQ fluorescence | Q92698;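 active = mean normalized replicate activity at least 40 and at least half of replicates scoring 40 or more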;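 also: 0% = median of neutral control wells and 100% = median of positive control wells; inhibitors cause a drop in the FAM fluorescence signal; in these data hits start at about 50%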
# PglD DTNB = PglD (C. jejuni) enzyme inhibition; purified PglD enzyme, DTNB colorimetric CoA detection; inhibition, % at 12.5 µM; 0.098% of 360,000 active; in the data active = inhibition above about 16%, passing the limit was not always enough; also: strong numbers were not always called active
# Cneo AK release = causes C. neoformans cell lysis | adenylate kinase release luminescence, 4 h; normalised: neutral wells 0, clomiphene wells 100 | lysis activity, % at 15 µM | 0.2% of 360,000 active | AID 651654;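 active = mean lysis activity across replicates of at least 80%, whatever share of replicates individually reach that level; inactive = mean lysis activity below 80%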
#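 Assay system: log-phase C. neoformans yeast / Quantity: yeast cell density of 5 × 10^6 cells/mL / Medium: fresh YPD growth medium / Compound: single dose / Timing: static 4 h at 37 °C with compound, 1 h detection / Measured by: adenylate kinase release luminescence / Read-out: lysis from increased AK signal / Benchmarks: Clomiphene as positive lysis control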
# PGC1a acetyl inh = modulators of PGC1a acetylation; AID 651687; U2OS PGC1a acetylation, AlphaScreen anti-acetyl-lysine; with virally co-expressed GCN5 acetyltransferase; inhibition, % at 15.6 µM; 0.17% of 350,000 active;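 active = every replicate shows inhibition of at least 40%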;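 also: 0% = neutral control wells and 100% = positive control wells; some results beyond the cut were filed as inactive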
# miR122 inh = blocks miR-122 activity in Huh7 sensor cells; Huh7 miR-122 Renilla luciferase sensor, 48 h; neutral wells = 0, positive control = 100; activation (reporter increase), % at 12.5 µM; 0.3% of 340,000 active; AID 602342;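 active = mean replicate activation score at least 90 and every replicate individually at or above 90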;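 also: higher luciferase means less miR-122 activity so hits act as miR-122 inhibitors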
# An asterisk follows results filed as active; · = no result given; [ ] = remark or other dose.
molecule,E-sel inducer,RAD52 anneal inh,ERAP1 inh,RAD54 inh,PglD DTNB,Cneo AK release,PGC1a acetyl inh,miR122 inh
O=C(C[C@@H]1C=C[C@H](NC(=O)Cc2ccccn2)[C@H](CO)O1)NCCc1ccncc1,0.2,5,-4,3,0,7,3,·
Cc1ccccc1OCCC(=O)Nc1cc(S(=O)(=O)N2CCCCC2)ccc1N1CCN(C)CC1,4.3,21,1,-13,-1,-2,7,4
N#CC1=C(N)OC2=C(C(=O)CCC2)C1c1cc2c(cc1Br)OCO2 (configuration not stated),·,-12,-5,-10,-18,-1,·,-17
Cc1ccc(C(=O)OCC(=O)Nc2ccc3c(c2)OCO3)c(O)c1,0.2,-4,0,5,0,-2,1,-8
Cc1nc2ccccc2c(=O)n1/N=C/c1cccnc1,·,·,·,-7,-2,1,10,-3
CCOc1ccc(/C=N/NC2=NCCCCC2)cc1,·,-18,-4,·,·,·,-3,6
COc1ccccc1N(C)S(=O)(=O)c1ccc(C(=O)Nc2ccc3nc(C)sc3c2)cc1,1.6,·,·,-4,4,0,-6,-3
C[C@H]1CN([C@@H](C)CO)S(=O)(=O)c2ccc(-c3cccc(F)c3)cc2O[C@H]1CN(C)C(=O)c1cccc(F)c1,0.0,16,1,5,-3,3,-5,-3[16.7 µM]
CCNC(=O)[C@@H]1[C@@H](CO)[C@@H]2Cn3c(ccc(-c4cccc(C(=O)N(C)C)c4)c3=O)[C@H]1N2,0.0,-12,1,·,·,·,4,·
O=C(COc1cccc(Cl)c1Cl)NC1CC1,-0.4,-3,0,-1,0,-4,1,-4
CCCNC(=O)Nc1ccc2c(c1)OC[C@@H](C)N(C(=O)C1CCC1)C[C@H](C)[C@H](OC)CN(C)C2=O,-0.3,11,1,-3,-2,-2,·,-5[16.7 µM]
CCc1ccccc1N(CC(=O)NC1CCCC1)C(=O)CNC(=O)c1cccs1,·,-4,-1,-5,2,2,·,6
CN(CCCC(=O)NCc1ccccc1)S(=O)(=O)c1ccc([N+](=O)[O-])cc1,·,-10,0,-22,6,-1,·,-3
Cc1cc(C)c(C(=O)N2CCCC(N3CCN(c4cccc(C(F)(F)F)c4)CC3)C2)o1 (configuration not stated),·,-2,3,4,-1,1,-14,3
COc1ccc(N2CCN(CC(=O)Nc3ccc(C)cc3)CC2)cc1,-0.2,0,-1,-3,-3,-3,·,·
COc1ccc(CCNC(=O)C2CCN(S(=O)(=O)c3ccc(OC)c(OC)c3)CC2)cc1OC,·,-10,1,-27,5,0,-4,0
Cc1ccc(S(=O)(=O)N(C)C[C@@H]2Oc3c(NS(C)(=O)=O)cccc3C(=O)N([C@H](C)CO)C[C@H]2C)cc1,-0.1,-3,5,1,-4,2,5,-1[16.7 µM]
Cn1c(=O)c2c(ncn2CC(=O)Nc2cc(S(=O)(=O)N3CCCCC3)ccc2Cl)n(C)c1=O,0.2,-8,1,8,0,-1,-1,0
Cc1cc2ccccc2n1CCNCc1c(C(=O)N2CCOCC2)nc2ccccn12,-0.6,-14,·,-6,-4,-1,-8,-16
COc1ccc(NC(=O)Nc2ccc3c(c2)C(=O)N([C@H](C)CO)C[C@H](C)[C@H](CN(C)S(=O)(=O)c2c(C)noc2C)OCCCC[C@@H](C)O3)cc1,0.0,·,·,-2,0,0,6,-2[16.7 µM]
COc1ccccc1Cc1c(-c2ccco2)nc2ccc(Cl)cn12,·,-31,-1,-3,3,0,-9,2
CC(=O)Oc1cc2c(C(=O)NCCN3CCOCC3)c(C)oc2c2ccccc12,·,·,·,-8,3,2,1,5
COC(=O)c1ccccc1NC(=O)C(C)Oc1ccccc1 (configuration not stated),·,·,·,6,3,0,-19,0
O=C(N/N=C/c1ccco1)C1CCCC1,·,·,·,-4,-3,-1,·,-3
CCCOC(=O)CC1C(=O)NCCN1Cc1ccc(F)cc1 (configuration not stated),-1.5,-14,2,2,-6,0,-3,-4
COCC(=O)N[C@@H]1CC[C@@H](CC(=O)NCc2ccc(Cl)cc2)O[C@H]1CO,1.4,-1,3,4,-2,-4,-8,·
O=C(NCc1cccc(C(F)(F)F)c1)N1CCN(S(=O)(=O)c2ccccc2F)CC1,-0.2,-12,4,-10,4,0,5,-3
O=C(CCNC(=O)c1ccccc1Cl)Nc1cccc(C(F)(F)F)c1,·,-13,0,-5,-2,7,7,0
CCN(CC)C(=O)CNC(=O)Cc1ccc(Cl)cc1,·,·,·,0,-2,0,11,7
Cn1ncc2c(N3CCCCC3)nc(NCCCO)nc21,·,-7,8,-1,1,0,9,2

# The last 2 entries of the part above open the next one.
molecule,E-sel inducer,RAD52 anneal inh,ERAP1 inh,RAD54 inh,PglD DTNB,Cneo AK release,PGC1a acetyl inh,miR122 inh
CCN(CC)C(=O)CNC(=O)Cc1ccc(Cl)cc1,·,·,·,0,-2,0,11,7
Cn1ncc2c(N3CCCCC3)nc(NCCCO)nc21,·,-7,8,-1,1,0,9,2
Cc1cc(C)cc(N(CC(=O)NC2CCCC2)C(=O)CCC(=O)Nc2nccs2)c1,·,-19,4,3,4,-2,·,·
CCCc1cc(=O)n2[nH]c(-c3ccc(Cl)cc3)cc2n1,0.1,-6,-1,0,8,0,8,7
CCc1cccc(C)c1NC(=O)C1CN(S(=O)(=O)c2ccccc2)CCN1S(=O)(=O)c1ccccc1 (configuration not stated),·,·,·,-13,-3,3,·,21
Cc1ccc2c(c1)c1c3n2CCN(CC(N)=O)C3CCC1 (configuration not stated),·,-7,-3,4,-6,-1,·,·
COc1ccc(C(C)(C)C)cc1NC(=S)NCCN1CCOCC1,·,·,·,7,-2,0,3,-7
O=C(CCC(=O)c1cccs1)OCc1ccc([N+](=O)[O-])cc1,·,2,1,9,-5,0,·,·
Cc1c(NC(=O)c2ccc(S(=O)(=O)N(C)c3ccccc3)cc2)c(=O)n(-c2ccccc2)n1C,·,2,2,0,-2,-2,9,-1
CO[C@H]1CN(C)C(=O)c2cc(NS(C)(=O)=O)ccc2OC[C@H](C)N(C(=O)C2CCOCC2)C[C@H]1C,0.2,-8,-3,-8,2,0,3,·
CCOc1ccc(C(=O)CN2CCN(S(=O)(=O)c3ccc(Cl)cc3)CC2)cc1,·,·,·,1,5,-1,-6,-3
COc1ccc(Br)cc1CNC(=O)C1CCCN(S(=O)(=O)N2CC(C)CC(C)C2)C1 (configuration not stated),·,-12,1,7,0,0,-15,-2
Nc1ccnn1Cc1cccnc1,·,-11,-4,4,4,1,1,7
O=C(NC(=S)NC1CCCCC1)c1ccccc1,-0.1,-5,-7,-1,2,62,·,-2
CCOc1cccc2cc(C(=O)NCc3ccc(Cl)cc3)c(=N)oc12,-0.4,-15,-1,7,2,-1,·,-5
Cc1ccccc1N/N=C1\CCCNC1=O,·,·,·,-2,3,0,1,-1
CCC(=O)c1c[nH]c(C(=O)NCCc2ccccn2)c1,·,·,·,1,-3,23,4,0
COc1ccc(C(=O)COC(=O)c2cc(=O)c3ccccc3o2)c(OC)c1,0.1,-30,9,-1,0,0,-7,-2
Cc1ccc(Cc2c(-c3ccc(C)cc3)nc3c4ccccc4ccn23)cc1,-0.6,-39,1,-6,1,-1,-8,6
COc1cc(-c2nnc(COc3ccc4cc(Br)ccc4c3)o2)cc(OC)c1OC,·,·,·,-4,-4,1,-7,-8
O=C(/C=C/c1cccs1)N1CCC2(CC1)Oc1ccc(Cl)cc1C(=O)C21CC(c2ccccc2)=NO1 (configuration not stated),-0.8,-5,0,4,1,4,·,-4
C#CCOCCOCCOCCNc1nc(N2CCN(C(=O)Cn3cc(CCO)nn3)CC2)nc(N2CCN(C(=O)[C@H]([C@@H](C)CC)n3cc(CCCN=C(N)N)nn3)CC2)n1,-0.1,·,·,2,-5,0,-8,-3
Cc1cc(O)cc(C)c1Cl,0.1,-9,-2,-4,-3,-1,3,-4
Cc1onc(-c2c(Cl)cccc2Cl)c1C(=O)NCc1ccco1,·,·,·,5,-6,2,-7,-1
Cc1ccc(Cl)cc1NC(=O)[C@@H]1CCC(=O)N1C1OC(=O)c2ccccc21 (some centres not stated),·,1,-4,2,-5,8,-7,-3
COc1ccccc1OCC(=O)Nc1ccc(Cl)cc1,·,·,·,2,-5,12,·,5
COc1cc(CNC(=O)c2cc(-c3ccc(OC)cc3C)n[nH]2)cc(OC)c1,-0.1,-7,1,-9,3,2,-16,-4
COc1ccccc1CNC(=O)C1(C)CCN1Cc1ccc(OC(F)(F)F)cc1 (configuration not stated),-0.7,-8,1,-4,-6,-2,·,-12
Cc1cc(C(=O)NCCCN2CCN(C3CCCCC3)CC2)n(-c2ccccc2)n1,7.8,-19,·,-8,3,-1,-7,2
CN1C(=O)c2cccc3c(S(=O)(=O)NCc4ccco4)ccc1c23,·,·,·,-4,-2,-3,5,56
CC(=O)N(C)C[C@@H]1Oc2ncc(-c3cccc(F)c3)cc2C(=O)N([C@H](C)CO)C[C@H]1C,0.1,1,-2,1,1,7,-5,-2[16.7 µM]
COc1ccc(/C=N/n2cnc3c([nH]c4ccc(C)cc43)c2=O)cc1CN1CCCC1,·,-2,0,7,-2,-6,4,2
Clc1ccc2nc3ccccc3cc2c1,-0.1,-4,-2,-2,-1,0,·,-7
COc1cc(-c2cc(-c3ccccc3)nc(SCC(=O)O)c2C#N)cc(OC)c1OC,0.8,-18,3,-5,-1,1,1,2
O=C(C1CC(=O)N(c2ccc3c(c2)OCCO3)C1)N1CCCC(C(F)(F)F)C1 (configuration not stated),·,-9,-7,3,4,-1,7,-7
C[C@@H]1CN([C@H](C)CO)C(=O)c2cc(NC(=O)CCC(F)(F)F)ccc2O[C@@H]1CN(C)C,·,0,0,1,1,-2,4,6[16.7 µM]
CCOC(=O)C1=CCN(S(=O)(=O)c2ccc(Cl)cc2)C1c1cccc(C)c1 (configuration not stated),-0.6,-5,0,0,3,2,-16,1
C=Cc1ccc(Cn2c(C)c(C(=O)NCc3ccc4c(c3)OCO4)sc2=O)cc1,·,-22,·,-3,2,-1,·,·
CC(C)(C)c1cc(CCC(=O)Nc2ccncc2)cc(C(C)(C)C)c1O,-0.5,-18,-2,-3,0,5,2,3
COCC(=O)N1CC(=O)N2[C@H](C1)[C@@H](c1ccc(Br)cc1)[C@@H]2CO,0.1,-3,-1,·,·,·,6,·
Cc1ccccc1CC(=O)Nc1ccc2c(C)cc(=O)oc2c1,·,-17,-8,8,2,0,-5,-7
CC(C)C(C)NC(=O)COc1ccc(Sc2ccc(OCC(=O)NC(C)C(C)C)cc2)cc1 (configuration not stated),·,5,5,1,6,-4,-4,2
CCCC#Cc1ccc2c(c1)O[C@H](CN(C)S(C)(=O)=O)[C@@H](C)CN([C@@H](C)CO)S2(=O)=O,0.4,4,3,-5,0,-11,-11,38[16.7 µM]
COc1cccc(CN2CCNC(=O)C2CC(=O)N(C)CCC2CCOCC2)c1 (configuration not stated),·,-14,-5,7,-1,2,6,-3
COc1cc(NC(=O)c2nn(C)c3c2CS(=O)(=O)c2ccccc2-3)cc(OC)c1,·,-4,3,-5,0,2,9,-5
Cc1cc(=O)oc2c3c(cc(OCC(=O)N[C@@H](CC(C)C)C(=O)O)c12)OC(C)(C)CC3,0.2,-11,-5,-20,9,-4,-5,·
Cc1oc2ncnc(N)c2c1C,·,·,·,2,-1,0,-1,1

# Screening data: PubChem, Broad Institute
